KLF5 inhibitor: KLF5 expression inhibitors, primary screen, DLD-1 cells, luminescence | DLD-1 KLF5 promoter-luciferase reporter | inhibition, % at 5 µM | hit rate 0.23% among 290,000 | AID 1700, 2009;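 active means inhibition above a per-plate limit of that plate's mean compound inhibition plus 3 SD, cut at about 60% in these data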;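 further: 0% = DMSO wells and 100% = LY294002 at 200 µM; higher means less KLF5 promoter-driven luciferase light; inactives centre near -14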
GSK3A inh: blockers of GSK3A enzyme activity – biochemical, luminescence, cell-free homogeneous, HTS, primary screen. Glycogen synthase kinase-3 alpha (Homo sapiens), P49840. GSK-3 alpha kinase, ADP-Glo luminescence, 60 min. inhibition, % at 10 µM. hit rate 0.1% among 320,000;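 in the data active means inhibition above about 50%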;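 further: GST-tagged GSK-3 alpha with peptide substrate and 25 µM ATP; 0% = DMSO neutral wells and 100% = GW8510 positive control wells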
Target sequence (P49840 whole entry, looked up): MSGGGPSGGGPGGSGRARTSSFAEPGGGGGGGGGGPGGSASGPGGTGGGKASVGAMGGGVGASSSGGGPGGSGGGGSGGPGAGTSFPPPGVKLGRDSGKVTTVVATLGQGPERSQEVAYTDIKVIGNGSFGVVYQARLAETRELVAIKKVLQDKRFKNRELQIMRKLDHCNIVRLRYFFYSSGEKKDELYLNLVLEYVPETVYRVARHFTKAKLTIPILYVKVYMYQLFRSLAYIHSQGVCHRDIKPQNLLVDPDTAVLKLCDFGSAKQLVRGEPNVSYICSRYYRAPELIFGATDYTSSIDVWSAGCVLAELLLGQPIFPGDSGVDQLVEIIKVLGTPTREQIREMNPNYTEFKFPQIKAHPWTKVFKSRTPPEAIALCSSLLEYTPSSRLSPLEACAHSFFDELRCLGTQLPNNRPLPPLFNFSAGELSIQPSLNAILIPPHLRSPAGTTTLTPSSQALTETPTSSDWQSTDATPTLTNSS
HSF-1 act: HSF-1 activators, primary screen, NIH3T3-HGL cells, MG132 stress, luminescence, single point | NIH3T3-HGL HSF-1 luciferase reporter, 8 h; 100% = twice DMSO control signal | activation, % at 9 µM | hit rate 1.7% among 300,000;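 active means mean replicate activation of at least 50% with a set share of replicates each reaching 50%; inconclusive means only one of those two conditions met; inactive means mean below 50% and too few replicates reaching it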;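 further: 0% = median of the neutral control wells and 100% = twice that signal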
PolyA inhibitor: polyadenylation inhibitors in yeast reporter cells, primary screen, luminescence, S. cerevisiae. AID 1875, 2009. S. cerevisiae SKY197-pL101 polyadenylation reporter, beta-gal luminescence; efflux-impaired pdr1/pdr3 knockout yeast; score 100 = 6 SD above DMSO. calls only at 12 µM. hit rate 0.02% among 300,000;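 active means lowest replicate activity score at least 50, where 100 means six control SD above control mean; inconclusive means lowest score under 50 but half or more replicates reach 50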;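 further: yeast exposed to compound for 9 h at 30 °C; higher score means more reporter readthrough which indicates perturbed polyadenylation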
HSP90 refold inh: HSP90 inhibitors, primary screen, cell lysate, luminescence; Rabbit reticulocyte lysate, luciferase refolding luminescence, 3 h; inhibition, % at 5.6 µM; hit rate 0.91% among 290,000; AID 1789, 2009;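 active means inhibition above the screen-wide mean plus 3 SD, computed separately per campaign, cut at about 16% in these data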;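 further: 0% = DMSO wells and 100% = 60 µM geldanamycin wells; inhibitors lower the luminescence because luciferase stays unfolded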
AI-2 QS mod: Vibrio harveyi AI-2 quorum sensing modulators, primary screen, JMH597 strain, luminescence/OD600 ratio; activity change, % at 7.5 µM; Vibrio harveyi JMH597 AI-2 luminescence/OD600 ratio, 9 h; hits give low values; strain lacks LuxN and CqsS sensors; 0 = neutral-control median; hit rate 0.4% among 300,000; AID 2094, 2009; in the data active means activity change below about -75%, passing the limit was not always enough; inconclusive means no clear call, values can overlap the other calls;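 further: luminescence divided by OD600 gain over 9 h not by final OD600 alone; inactives centre near 13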
IEC-6 tox: cytotoxicity in IEC-6 intestinal epithelial cells, primary screen, cytotoxicity control for KLF5 inhibitor project, cell-based, luminescence; IEC-6 cytotoxicity, luminescence viability; inhibition, % at 5 µM; hit rate 0.78% among 290,000; in the data active means inhibition above about 22%;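 further: 0% = plate median of test compound wells and 100% = cytotoxic reference compound wells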
GSK3B inh: human GSK3beta kinase inhibitors, primary screen, biochemical, cell-free homogeneous, HTS; Glycogen synthase kinase-3 beta (Homo sapiens), P49841; GST-GSK3beta kinase, ADP-Glo luminescence, 60 min; hits give low values; activity score (negative = inhibition), % at 10 µM; hit rate 0.038% among 300,000; AID 2097, 2009;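 active means more than half of replicate wells score below -50%, meaning over 50% inhibition versus plate controls; inconclusive means some replicates but at most half score below -50%; inactive means no replicate scores below -50%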;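 further: 0% = median DMSO wells and -100% = median GW8510 positive control wells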
Target sequence (P49841 whole entry, looked up): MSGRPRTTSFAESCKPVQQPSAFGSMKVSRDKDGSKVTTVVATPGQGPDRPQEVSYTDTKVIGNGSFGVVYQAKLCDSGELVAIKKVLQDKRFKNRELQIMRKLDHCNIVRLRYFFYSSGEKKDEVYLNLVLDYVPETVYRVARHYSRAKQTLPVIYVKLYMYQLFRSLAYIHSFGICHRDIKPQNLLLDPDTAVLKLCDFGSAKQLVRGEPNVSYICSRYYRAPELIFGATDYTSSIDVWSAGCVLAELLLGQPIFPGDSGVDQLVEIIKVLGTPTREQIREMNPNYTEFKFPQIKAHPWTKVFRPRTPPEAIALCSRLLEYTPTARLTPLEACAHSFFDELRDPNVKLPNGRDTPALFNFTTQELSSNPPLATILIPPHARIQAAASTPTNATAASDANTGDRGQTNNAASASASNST
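Test system: GST-tagged human GSK3beta kinase, cell-free; evaluation: activity score scaled between in-plate DMSO and GW8510 controls; measured by: ADP-Glo luminescence; incubation: 60 min reaction, RT; benchmarks: DMSO and 20 µM GW8510; reagent: peptide substrate plus 25 µM ATP (final); medium: Tris/MgCl2 kinase buffer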
aSyn UTR inh: MLPCN primary screen, SNCA 5' untranslated region. hit rate 0.82% among 300,000. alpha-synuclein 5'UTR reporter, inhibitor activity. AID 1813, 2009. inhibition, % (tested at 7.5 µM); in the data active means inhibition above about 60%; inconclusive means no clear call, values can overlap the other calls;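 further: H4 neuroglioblastoma cells stably carrying SNCA 5'UTR luciferase fusion; 0% = DMSO wells and 100% = positive control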
HSF1 inh: HSF1 inhibitors in luciferase reporter cells, primary screen, cell-based, NIH3T3, luminescence | NIH3T3-HGL HSE-luciferase, MG132-induced, luminescence 8 h; hits give low values | activity change, negative = inhibition, % at 7.5 µM (by protocol) | hit rate 0.77% among 300,000 | AID 2098, 2009;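 active means more than half of replicate wells show activity change below -50%, luminescence cut by over half; inconclusive means some wells, but at most half, below -50%; inactive means no replicate well below -50%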;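 further: luciferase reports HSF-1 transcriptional activity via heat shock element; 0% = median of DMSO wells and -100% = zero luminescence signal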
* marks the source's active call; other numbers are inactive results; i = inactive; ? = inconclusive; / = not tested or not shown. The list is partial; count on the stated rates, not on these rows.

Sequence of screens: KLF5 inhibitor, GSK3A inh, HSF-1 act, PolyA inhibitor, HSP90 refold inh, AI-2 QS mod, IEC-6 tox, GSK3B inh, aSyn UTR inh, HSF1 inh
O=C(c1ccc(CS(=O)c2cccc(Cl)c2)o1)N1CCN(C2CCCCC2)CC1 (stereo unspecified)
    -1, 0, 6, /, -5, 9, 6, 3, -16, 15
COc1ccc(/C=N/Nc2nc(NCc3ccco3)nc(Nc3ccc(OC)cc3)n2)cc1
    -19, -2, -10, i, -3, 1, -7, -1, 26, -12
O=C(Nc1ccc2c(c1)OCCO2)C1CCC1
    -22, -2, 5, i, -3, 4, 1, 3, -24, 2
CCc1ccc(CN(C)C(=O)c2cc(S(=O)(=O)N3CCN(CC)CC3)ccc2Cl)cc1
    /, 0, 12, i, /, 16, /, 2, 6, 0
COc1ccc(CNC(=O)CN2C(=O)CCSc3ccc(S(=O)(=O)N4CCCC4)cc32)cc1
    -1, 0, 9, i, 4, 27, 0, 1, 1, 2
C=CCc1cccc(/C=N/NC(=O)C(C)Nc2cccc(C)c2)c1O (stereo unspecified)
    8, -2, 19, i, -6, 3, 17, 1, 29, 5
COc1ccc(C)cc1NC(=O)c1cc(S(=O)(=O)N2CCOCC2)cn1C
    -1, -3, -6, i, 1, 39, 4, 0, -11, -8
CN(Cc1ccccc1)c1cc(Cl)nc(N)n1
    -26, -1, 6, i, 1, -10, -3, 2, 19, -5
O=C(O)c1ccccc1NS(=O)(=O)c1ccc2ccccc2c1
    -19, 1, 28, i, -7, 42, -3, 3, 14, 13
O=C(O)CC1NC(=S)N(c2ccccc2)C1=O (stereo unspecified)
    -2, -2, 11, i, -2, 19, -12, -2, 13, 2
O=C(NN1CCOCC1)c1cc(-c2ccncc2)nc2ccccc12
    0, 0, 14, i, -3, 26, 0, -2, -11, -2
Cc1cc(C)cc(N(C(=O)c2ccccn2)C(C(=O)NC2CCCCC2)c2ccncc2)c1 (stereo unspecified)
    18, /, 15, i, -2, 5, 0, 2, 0, 1
C[C@H](NC(=O)c1nc[nH]c1C(=O)NCC(=O)OCc1ccccc1)c1ccccc1
    -13, 0, -4, i, 1, 1, -4, 3, 30, 3
Cc1ccc(CCN2CC(C(=O)NCCCN3CCOCC3)CC2=O)cc1 (stereo unspecified)
    7, 1, -8, i, 7, 10, -1, 0, 8, -2
COc1ccc(N=C2S/C(=C\c3cc(C)n(C)c3C)C(=O)N2C)cc1
    -43, 2, 3, i, -2, 20, 4, -3, 15, 9
O=C(Cc1ccccc1)N1CCC(c2nc(-c3ccc(F)cc3)no2)CC1
    2, 0, 5, i, 7, 27, -2, 2, -8, -2
O=C(CCN1CCCCCC1)c1ccccc1
    -8, -4, /, /, 3, /, 0, /, /, /
O=C(NC(=S)Nc1ccc2[nH]c(=O)[nH]c2c1)c1ccccc1F
    -45, -1, 42, i, -4, 17, -2, 3, -34, 14
COc1ccc(NC(=O)c2cc(Br)ccc2Cl)c([N+](=O)[O-])c1
    -25, -2, -9, i, -1, 8, 2, 1, -7, 3
Oc1[nH]c(=S)sc1C=C1N=c2ccccc2=N1
    -60, 3, 28, i, 2, 32, 2, -5, -13, 12

Sequence of screens: KLF5 inhibitor, GSK3A inh, HSF-1 act, PolyA inhibitor, HSP90 refold inh, AI-2 QS mod, IEC-6 tox, GSK3B inh, aSyn UTR inh, HSF1 inh
CCc1ccccc1N(C)S(=O)(=O)c1ccc(-c2cc(C)no2)s1
    52, 2, 2, i, 5, 4, 47*, 3, -2, -10
Cc1cccn2c(=O)c(/C=C(\C#N)C(=O)NC3CCS(=O)(=O)C3)c(N3CCC(C)CC3)nc12 (stereo unspecified)
    25, 2, -18, i, 2, 18, 4, -1, -36, 4
CCOc1ccc(S(=O)(=O)N2CCC(C(=O)NCCc3ccc(S(N)(=O)=O)cc3)CC2)cc1
    8, -2, -14, i, -3, 11, -8, 0, 5, -3
CNc1nc(C)nc(-n2nc(C)cc2C)n1
    2, 3, -20, i, 6, 18, -1, -1, -9, 0
O=c1c2ccccc2[nH]c(=S)n1-c1cccc(S(=O)(=O)N2CCCC2)c1
    -10, 1, -39, i, 4, 10, -3, -3, 0, -31
c1ccc(-c2cnnc(SCc3cn4cccnc4n3)n2)cc1
    -11, 1, /, i, 0, 4, 3, -3, 5, /
Nn1c(Cc2ccccc2)nc2sc3c(c2c1=O)CCC3
    6, 0, 2, i, -2, 13, 7, 1, 18, 1
O=C(c1cccc(Cl)c1)N1CCCC(C(=O)N2CCCCCC2)C1 (stereo unspecified)
    -19, 1, -12, i, -2, 7, -4, 4, -19, 4
COC(=O)CCCCCNC(=S)Nc1ccc2[nH]c(=O)[nH]c2c1
    0, -5, -4, i, -2, 29, 3, 1, 11, 0
Cc1ccc(NC(=O)CN(C)CC(=O)NC2CCCc3ccccc32)cc1 (stereo unspecified)
    -26, -2, -4, i, -4, -21, 4, -9, 7, 7
COc1ccc(C2Oc3ccccc3C3=C2C(c2cccs2)n2ncnc2N3)cc1 (stereo unspecified)
    8, -3, 18, i, 3, 12, 2, 1, 56, 9
Cn1c(=O)c2c(SCC(=O)N3CCOCC3)nc(-c3ccccc3Cl)nc2n(C)c1=O
    -13, 3, -5, i, -2, 19, 2, 4, 2, 8
CCOC(=O)N1CCN(C(=O)CN(c2cccc(C(F)(F)F)c2)S(C)(=O)=O)CC1
    -42, -1, 32, i, -1, 1, -5, 1, 13, 4
CCOC(=O)c1sc2nc3c(cc2c1N)COC(C)(CC)C3 (stereo unspecified)
    -204, 0, 49, i, 2, 17, 3, 5, -52, 18
CCC(=O)N(CC)c1nc(-c2cc(OC)ccc2OC)cs1
    2, 0, /, i, -4, 21, 1, -4, 50, /
CCN(CC)CCCN(C(=O)Cn1nnc(-c2ccc(OC)c(OC)c2)n1)C(C(=O)NC(C)(C)C)c1ccc(F)cc1 (stereo unspecified)
    1, 0, 8, i, -3, 1, 0, 4, -19, -6
Cc1ccc(S(=O)(=O)n2ccc(-c3ccc(OCc4c(F)cccc4Cl)cc3)n2)cc1
    -43, -1, 12, i, 3, 16, -7, 2, -2, 2
CC1Cc2nc(SCC(=O)NCC3CCCO3)n(Cc3ccccc3)c(=O)c2S1 (stereo unspecified)
    -52, 3, -3, i, -2, 12, -2, -1, -20, -9
O=C(NCCCN1CCOCC1)c1ccc(S(=O)(=O)Nc2cccc(C(F)(F)F)c2)cc1
    /, 5, 2, i, /, -2, /, -2, -6, 2
CC(=O)c1c(C)nc(-c2ccccc2)nc1NC(=O)Cc1ccccc1
    -43, 1, 9, i, 2, 30, -1, 1, -57, 2

Sequence of screens: KLF5 inhibitor, GSK3A inh, HSF-1 act, PolyA inhibitor, HSP90 refold inh, AI-2 QS mod, IEC-6 tox, GSK3B inh, aSyn UTR inh, HSF1 inh
O=C(C1CCCN(S(=O)(=O)c2ccc(F)cc2)C1)N1CCCCCC1 (stereo unspecified)
    -43, 2, 4, i, -1, 1, -6, -2, 7, -2
CCSC1(SCC)N=C(N)C2(C#N)C(c3ccc(OC)c(OC)c3OC)C12C#N (stereo unspecified)
    /, /, 198*, i, /, 14, /, 0, -2, 149
Clc1ccc(CN2C3=NCCCN3c3ccccc32)cc1Cl
    -7, 2, -21, i, 4, 6, 12, -4, 15, ?
CN(C)Cc1ccccc1Cc1ccccc1
    -16, 0, 2, i, -5, 17, -5, -3, 17, -4
Cc1nc2ccccc2nc1OCC(=O)N1CCN(c2ccccc2)CC1
    -6, 0, -12, i, 0, 8, -3, 2, 4, -1
COc1ccc(CC(=O)Nc2cc(=O)n(C)c(=O)n2C)cc1
    -22, -1, 11, i, -1, 23, -1, 1, 7, -2
COc1ccccc1N1CCN(C(=O)c2ccc(NC(C)=O)cc2)CC1
    7, -3, 1, i, 0, 25, 6, 0, 1, 1
CC(C)(C)C(=O)NC(=S)Nc1sc2c(c1C(N)=O)CCC2
    -53, 69*, -11, i, -2, 11, -1, -5, -88, -8
COc1cc(/C=C2/C(=O)NN(c3ccccc3)C2=O)cc(Br)c1O
    -20, 21, -5, i, -4, 21, 4, -24, 9, -4
CN(C)S(=O)(=O)c1cccc(NC(=O)COC(=O)c2cccn2C)c1
    -10, 0, -16, i, 0, -32, 0, -1, 2, -10
CCCNc1nc(Cl)nc(NC(C)(C)C)n1
    -7, 0, 2, i, 1, 18, 0, 5, 7, 1
CC(C)C(NC(=O)CN1C(=O)c2cccc3cccc1c23)C(C)C
    -18, 0, 28, i, -2, 14, 0, -1, -25, 5
COc1ccc(-c2noc(-c3ccccc3C(=O)NCc3ccco3)n2)cc1
    -8, -1, 7, i, -2, 29, 2, 1, -3, 7
O=C(O)C(=O)/C(=C\c1ccc(Cl)cc1)c1ccc2ccccc2n1
    -37, -2, 30, i, 22*, 4, 5, -2, -226, 10
CCOc1ccccc1NC(=O)CN1C(=O)C(=O)N(Cc2ccco2)C1=O
    -9, -3, -5, i, -1, 11, -2, 9, -17, 3
COc1ccc(N(CC(=O)N2CCN(Cc3ccc4c(c3)OCO4)CC2)S(C)(=O)=O)cc1OC
    1, 0, -11, i, 3, 17, 0, 3, 2, -3
COc1cc(OC)c(C(=O)CCC(=O)O)cc1OC
    -26, 7, -10, i, 3, 25, 0, 1, 15, -1

High-throughput results: PubChem BioAssay, several laboratories
